# ASAP1 inh: blocks human ASAP1-stimulated Arf1 GTP hydrolysis; 360,000 compounds, 0.19% hits; GDP FP detection; inhibition, % at 16.5 µM; in the data active means inhibition above about 25%;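 further: 0% = vehicle with enzyme and substrate and 100% = no enzyme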
# UHRF1 MBD2 ctr: UHRF1 methyl-DNA binding inhibition. UHRF1 binding to methylated oligo, TR-FRET. inhibition, % at 4.4 µM. 370,000 compounds, 0.75% hits; in the data active means inhibition above about 21%;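 further: UHRF1 SRA domain binding a hemimethylated CpG hairpin DNA probe; 0% = median of test compound wells and 100% = reference inhibitor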
# ADAM17 inh: inhibits human ADAM17. P78536. 370,000 compounds, 0.83% hits. recombinant ADAM17, EDANS/DABCYL FRET peptide cleavage. inhibition, % at 6.95 µM;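 active means inhibition above the mean of compounds lying between control limits plus 3 SD, set per campaign, cut at about 8.5% in these data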;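 further: 0% = DMSO-only wells as the low control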
# ARFGAP1 inhibitor: rat ARFGAP1 inhibition; inhibition, % at 16.5 µM; AID 651572; Q62848; 360,000 compounds, 0.26% hits; Arfgap1-stimulated ARF1 GTP hydrolysis, GDP FP detection;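 active means inhibition above a per-plate limit, mean inhibition of low control wells plus 3 SD, cut at about 25% in these data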;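 further: 0% = DMSO wells with enzyme and 100% = wells lacking Arfgap1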
# Target sequence (Q62848 1-136 limits assumed): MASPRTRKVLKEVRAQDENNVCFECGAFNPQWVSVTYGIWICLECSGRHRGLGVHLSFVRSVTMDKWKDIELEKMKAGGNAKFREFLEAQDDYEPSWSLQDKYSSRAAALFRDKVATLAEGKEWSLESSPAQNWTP
#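 Repeats: one replicate per compound; assay system: rat Arfgap1 catalytic domain, aa 1-136; times: enzyme reaction 120 min at 25 °C after 20 min preincubation; detection: FP of antibody-bound GDP Alexa 633 tracer, ex 620/em 688 nm; benchmarks: high control wells lacking Arfgap1, low control full reaction with DMSO; reagent: human ARF1(Δ1-17)-GTP substrate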
# DDE Tn6 FP inh: inhibitors of Tn6 peptide binding to human fibrin DD(E); P02675; Fibrin DD(E) TRITC-Tn6 fluorescence polarization displacement; inhibition, % at 8.3 µM; 370,000 compounds, 0.21% hits; AID 720509;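 active means inhibition above a per-campaign cutoff: mean of compounds within control limits plus 3 SD, cut at about 15% in these data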;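 further: 0% = median of all compound wells on the plate and 100% = blocking peptide control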
# Target sequence (P02675 whole entry, looked up): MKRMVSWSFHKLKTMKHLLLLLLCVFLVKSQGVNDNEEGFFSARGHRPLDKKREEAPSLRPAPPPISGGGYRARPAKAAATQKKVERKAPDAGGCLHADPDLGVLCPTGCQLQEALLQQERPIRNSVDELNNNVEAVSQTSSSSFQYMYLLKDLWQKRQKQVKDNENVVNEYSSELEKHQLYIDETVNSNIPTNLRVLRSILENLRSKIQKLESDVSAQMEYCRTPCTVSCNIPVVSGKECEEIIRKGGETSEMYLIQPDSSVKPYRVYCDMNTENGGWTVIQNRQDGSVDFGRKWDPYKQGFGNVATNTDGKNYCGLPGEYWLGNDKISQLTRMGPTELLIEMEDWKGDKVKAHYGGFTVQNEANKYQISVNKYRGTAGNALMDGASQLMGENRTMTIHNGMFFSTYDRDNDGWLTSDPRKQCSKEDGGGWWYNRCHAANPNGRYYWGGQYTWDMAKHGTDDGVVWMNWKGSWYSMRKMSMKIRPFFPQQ
# Tn7 DDE FP: inhibitors of Tn7 peptide binding to human fibrin DD(E). FP displacement of FITC-Tn7 peptide from fibrin DD(E); 0% = median of compound wells per plate. inhibition, % at 8.3 µM. AID 720508. P02675. 370,000 compounds, 0.13% hits;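 active means inhibition above the mean of compounds falling within the control limits plus 3 SD of them, cut at about 14% in these data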;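 further: 0% = plate median of compound wells and 100% = 10 µM Aha-Tn7 peptide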
#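 Test system – human fibrin DD(E) · Times – 10 min preincubation, 3 h with tracer, room temperature · Detection – fluorescence polarization of the labelled Tn7 tracer · Measure – percent inhibition normalized to high-control wells · Benchmarks – high control wells with 10 µM unlabelled Aha-Tn7 peptide (full inhibition) · Repeats – singlicate testing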
# PLCg1 inh: PLC-gamma1 (human) inhibition, primary screen; P19174; purified PLC-gamma1, fluorogenic substrate, fluorescence; inhibition, % at 12.2 µM; 370,000 compounds, 0.84% hits; AID 720700; in the data active means inhibition above about 9.5%
# KLK7 zymogen act: activators of human kallikrein-7 zymogen; purified proKLK7, EDANS-DABCYL substrate fluorescence; 100% is mature enzyme control, 0% vehicle; activation, % at 7 µM; 370,000 compounds, 0.9% hits; AID 652039;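 active means activation above the mean of all tested compounds plus 3 SD, computed per campaign excluding outliers beyond control limits, cut at about 13% in these data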
# PLCb3 inh: blocks human PLC-beta3 enzyme activity. Purified PLC-beta3, fluorogenic substrate, fluorescence. inhibition, % at 12.2 µM. 370,000 compounds, 0.18% hits. AID 720704; in the data active means inhibition above about 11%;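 further: 0% = median of compound wells on plate and 100% = full blocker control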
# MBD2 inh: blocks human MBD2 binding to methylated DNA | TR-FRET, MBD2 binding to methylated oligonucleotide | inhibition, % at 4.4 µM | 370,000 compounds, 0.31% hits | AID 686964; in the data active means inhibition above about 13%
# Target sequence (Q9UBB5 whole entry, looked up): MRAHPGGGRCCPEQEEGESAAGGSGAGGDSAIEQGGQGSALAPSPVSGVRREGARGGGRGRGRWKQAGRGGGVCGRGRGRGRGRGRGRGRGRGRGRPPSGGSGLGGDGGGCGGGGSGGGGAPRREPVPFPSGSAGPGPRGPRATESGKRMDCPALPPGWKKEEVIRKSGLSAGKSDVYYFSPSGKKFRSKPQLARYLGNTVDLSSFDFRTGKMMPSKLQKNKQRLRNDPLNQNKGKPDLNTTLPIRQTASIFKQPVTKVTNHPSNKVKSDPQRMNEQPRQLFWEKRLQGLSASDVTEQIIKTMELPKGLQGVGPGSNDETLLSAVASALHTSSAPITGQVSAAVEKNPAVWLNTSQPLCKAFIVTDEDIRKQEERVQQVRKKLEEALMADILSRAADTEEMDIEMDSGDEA
# Numbers without * were called inactive; i = inactive; . = not tested or not shown. No enrichment for hits. About 4.1% of those tested had a hit in this group.
SMILES,ASAP1 inh,UHRF1 MBD2 ctr,ADAM17 inh,ARFGAP1 inhibitor,DDE Tn6 FP inh,Tn7 DDE FP,PLCg1 inh,KLK7 zymogen act,PLCb3 inh,MBD2 inh
C[C@H](CO)N1C[C@H](C)[C@@H](CN(C)CC2CCCCC2)Oc2ccc(NS(C)(=O)=O)cc2C1=O,-2,6,0,12,-13,0,-1,-0.3,-3,-1
c1ccc(CNc2nc(-c3ccccn3)nc3ccccc23)cc1,9,-11,-15,-15,-16,9,-5,0.0,-10,0
CC(=O)Nc1ccc(S(=O)(=O)N(C)CC(=O)OCC(=O)NC(C)C23CC4CC(CC(C4)C2)C3)cc1 (configuration not stated),-3,-1,3,6,-3,0,2,0.4,2,2
CN(C)C(CNC(=O)Cc1ccc([N+](=O)[O-])cc1)c1ccccc1 (configuration not stated),-5,1,0,1,-8,1,1,0.4,-4,0
CCCCN1CC(N2CCN(Cc3ccccc3)CC2)CS1(=O)=O (configuration not stated),3,-3,-5,10,-3,3,-2,-0.2,1,0
CC(C)(CNC(=O)c1cc([N+](=O)[O-])ccc1N1CCC(Cc2ccccc2)CC1)N1CCOCC1,-3,16,-2,11,0,0,2,0.0,-4,-3
O=C(NCCN1C(=O)S/C(=C\c2ccc(F)cc2)C1=O)C1CCN(S(=O)(=O)c2cccs2)CC1,3,1,-1,11,-5,-2,2,0.0,2,-2
COc1cccc(OCCCCCCN2CCOCC2)c1,-4,1,1,4,2,-5,6,-0.3,4,-1
O=C(NC(=O)c1ccccc1F)OCc1ccc(Cl)cc1Cl,-2,-1,2,3,5,-4,0,-0.2,-6,0
O=C(COc1ccc(Cl)cc1Cl)Nc1cccc(-c2ccc(N3CCOCC3)nn2)c1,-2,-3,1,1,-1,5,1,1.1,-4,-10
O=C1CS(=O)(=O)N(Cc2cccc(F)c2)c2ccc(Br)cc21,-8,-1,3,-2,-1,8,-6,0.3,-16,2
Cc1nc(COc2ccc(C(=O)Nc3ccccc3N3CCOCC3)cc2)cs1,1,1,2,-5,2,5,2,1.2,-3,-4
CN1CCN(C(=S)SCc2nc(N)nc(Nc3ccc(F)cc3)n2)CC1,11,4,-2,-7,5,4,2,-0.2,-3,3
CCn1c(SCc2ccccc2)nnc1-c1cccnc1,-2,0,1,0,2,-1,0,-0.1,3,-4
C=CCOc1ccccc1OCC(O)CNC(C)C (configuration not stated),-12,5,0,14,7,-5,3,0.2,1,2
Cc1ccc(S(=O)(=O)C(C#N)c2nc3ccccc3nc2N2CCC(C)CC2)cc1 (configuration not stated),-7,17,-7,-9,0,7,-37,0.6,-46,7
O=C(O)c1cc(S(=O)(=O)Nc2ccccc2Cc2ccccc2)ccc1Cl,-1,1,1,2,-1,-4,0,-0.3,-6,-1
CCOc1ccc(NC(=O)C(C)Oc2ccc(C#N)cc2)cc1S(=O)(=O)N1CCCC1 (configuration not stated),18,8,-3,5,-1,-8,4,0.1,-4,8
CCOC(=O)c1ccc(NCCc2ccc(OC)c(OC)c2)c(N)c1,3,-3,-2,2,-7,-5,-10,1.3,-21,-6
C/C(=N\NC(=O)c1nn(C)c(C)c1Br)c1ccc(NC(=O)c2ccc(C)s2)cc1,7,2,-1,7,0,0,5,0.8,3,-3
Cc1cccc(N(C(=O)c2ccco2)C(C(=O)NC2CCCC2)c2ccco2)c1C (configuration not stated),8,0,0,2,-1,-6,1,0.1,-2,0
O=C(COC(=O)CNS(=O)(=O)c1ccc(Br)cc1Cl)Nc1ccc(N2CCOCC2)cc1,1,0,1,-1,0,1,-4,-0.1,-5,-1
Cc1ccc(C(=O)NNC(=O)c2ccc(C)cc2)cc1,-12,1,-1,7,-2,1,2,-0.1,0,-5
N#Cc1ccc(C(=O)OCC(=O)NC(=O)NC2CCCCC2)cc1,1,6,1,2,-6,2,-1,-0.4,-7,4
COc1cccc2[nH]c3c(=O)n(CCCN4CCOCC4)cnc3c12,-4,14,-207,16,-2,-4,-102,12,-138,2
SMILES,ASAP1 inh,UHRF1 MBD2 ctr,ADAM17 inh,ARFGAP1 inhibitor,DDE Tn6 FP inh,Tn7 DDE FP,PLCg1 inh,KLK7 zymogen act,PLCb3 inh,MBD2 inh
O=C(O)c1cc(-c2cccs2)nc2cc3c(cc12)OCCO3,-5,-3,i,-1,0,0,i,30*,i,-8
O=C(c1ccco1)N1CCN(S(=O)(=O)Cc2ccccc2Cl)CC1,-4,4,-4,-2,-4,0,1,0.1,-2,-2
Cn1c(C(=O)NCCc2ccsc2)cc2c(=O)n(C)c3ccccc3c21,-3,-1,-1,-5,-6,5,-2,0.5,1,-2
Cc1ccc(S(=O)(=O)N2CCN(C(=O)CSc3nc(N)cc(=O)[nH]3)CC2)c(C)c1,-6,1,2,1,10,-5,3,0.1,1,2
Cc1cccc(C2=NN(c3ccc(Br)cc3)[C@@H](C(=O)N3CCOC3=O)[C@@H]2C)c1,-3,-4,-84,14,-7,-5,-129,-13,-180,-1
O=C(Cn1c(=O)n(CCCCC(=O)NC2CCCC2)c(=O)c2ccccc21)NCCC1=CCCCC1,-4,3,1,9,0,-2,-2,0.2,-2,0
Cc1ccccc1NC(=O)CC(=O)Nc1ccccc1C,-1,2,-6,-5,-6,0,2,0.5,4,-1
CSc1nc2ccc(NC(=O)C3=NN(c4ccccc4)C(=O)CC3)cc2s1,10,0,1,3,3,0,-12,0.8,-19,-1
Cc1cccc(C)c1NC(=O)/C(C#N)=C/c1cccs1,6,11,1,-4,-4,-2,0,-0.2,3,-3
CCN(CCCn1c(SCC#N)nc2ccccc2c1=O)c1ccccc1,1,5,-1,7,-10,-9,5,-0.2,3,7
COc1ccc(NC(=O)CN(C)C(=O)CN2C(=O)NC3(CCCC3)C2=O)cc1,5,-3,0,-12,-2,-8,-1,0.2,-6,2
CC1CN(CCc2ccccc2)C(C)C/C1=N/O (configuration not stated),6,1,-5,5,-10,7,1,-0.4,-8,6
O=C(Nc1cnn(Cc2ccc(Cl)cc2)c1)c1cccs1,-11,-2,2,-8,-6,-2,3,0.2,-7,2
O=C(COC(=O)C1CCCN1C(=O)c1cccs1)c1ccccc1 (configuration not stated),-19,0,-4,-9,0,-6,0,0.7,0,2
COc1ccc(F)cc1C(=O)C1CCCN(Cc2ccc3c(c2)OCCO3)C1 (configuration not stated),8,1,-11,3,-1,-5,-11,1.8,-11,7
Clc1ccc2nc(-c3cccc(SC4CCCCC4)c3)c(NCc3ccccc3)n2c1,7,-3,-8,10,-2,-2,-130,-1.4,-178,0
FC(F)Sc1ccc(NC(=S)N2CCN(c3ccccn3)CC2)cc1,2,2,1,8,-6,1,3,0.2,-1,1
CN1CCC(N(C)S(=O)(=O)c2ccc(C(C)(C)C)cc2)CC1,0,-2,-3,-3,7,5,1,0.2,-1,2
COc1cc(NC(=O)c2ccnc(N)c2)cc(C(=O)Nc2cccc(C(F)(F)F)c2)c1,19,-1,0,13,-11,-1,-8,-0.1,-15,-4
COc1ccc(OC)c(CNC(=O)CCC(=O)N2Cc3ccccc3Oc3ncccc32)c1,-4,-1,-1,-12,-7,-1,-1,0.1,-5,-5
COC(=O)C(CCC(C(=O)OC)N1C(=O)c2ccccc2C1=O)N1C(=O)c2ccccc2C1=O (configuration not stated),-9,-1,-4,3,1,-4,1,0.2,0,3
CCCOC(=O)CSC1=C(C#N)C(c2ccccc2OCC)C(C#N)C(=O)N1 (configuration not stated),-1,2,-2,9,-2,-3,-13,0.9,-21,3
Cn1nnnc1SCCNCc1ccccc1OCc1ccccc1,-1,2,4,-3,9,7,1,0.0,2,-2
COCCNC(=O)Cn1cc2c(n1)CCC(C)C2 (configuration not stated),17,-4,1,-10,3,-6,1,-0.7,3,-1
COc1ccc(-c2nc(-c3cccc([N+](=O)[O-])c3O)cc(=O)o2)cc1OC,9,1,-4,-16,-4,6,1,0.4,-1,2

# 5 structures already listed, sorted by length of the SMILES, ascending:
SMILES,ASAP1 inh,UHRF1 MBD2 ctr,ADAM17 inh,ARFGAP1 inhibitor,DDE Tn6 FP inh,Tn7 DDE FP,PLCg1 inh,KLK7 zymogen act,PLCb3 inh,MBD2 inh
Cn1nnnc1SCCNCc1ccccc1OCc1ccccc1,-1,2,4,-3,9,7,1,0.0,2,-2
O=C(Nc1cnn(Cc2ccc(Cl)cc2)c1)c1cccs1,-11,-2,2,-8,-6,-2,3,0.2,-7,2
O=C(O)c1cc(-c2cccs2)nc2cc3c(cc12)OCCO3,-5,-3,i,-1,0,0,i,30*,i,-8
COc1ccc(F)cc1C(=O)C1CCCN(Cc2ccc3c(c2)OCCO3)C1 (configuration not stated),8,1,-11,3,-1,-5,-11,1.8,-11,7
Cc1ccc(S(=O)(=O)N2CCN(C(=O)CSc3nc(N)cc(=O)[nH]3)CC2)c(C)c1,-6,1,2,1,10,-5,3,0.1,1,2

# Other compounds
SMILES,ASAP1 inh,UHRF1 MBD2 ctr,ADAM17 inh,ARFGAP1 inhibitor,DDE Tn6 FP inh,Tn7 DDE FP,PLCg1 inh,KLK7 zymogen act,PLCb3 inh,MBD2 inh
O=C(Nc1nnc(SCC(=O)N2CCCc3ccccc32)s1)c1cccc2ccccc12,-1,0,1,3,7,0,-4,0.3,-4,1
O=C(Cn1c(COc2ccc(Cl)cc2)nc2ccccc21)NCC(F)(F)F,-9,2,1,13,-2,4,0,-0.2,-1,1
COc1ccc(C2CC(c3cc(Br)ccc3F)n3nnnc3N2)cc1 (configuration not stated),-2,-4,0,4,5,-3,-5,0.9,-6,1
COc1ccc(-c2cc3c(=O)n(CC(=O)NCc4ccc(C)cc4)ncn3n2)cc1,8,-2,3,9,2,-10,-2,-0.3,1,0
CCn1c(O)c(/C=C2\C=Nc3ccccc32)sc1=O,-3,2,2,0,-2,4,2,0.2,1,1
CCN(CC)CCNC(=O)c1ccc2c(=O)n(C3CCCC3)c(=S)[nH]c2c1,7,12,-3,14,-3,-4,-5,-0.4,-7,-1
CC(=O)Nc1nc2ccccc2n1Cc1ccccc1Cl,10,4,-8,6,6,5,5,-0.5,-5,8
COC(=O)[C@H](Cc1ccccc1)NP(=O)(OC)[C@@H](C)NC(=O)OCc1ccccc1 (some centres not stated),.,-1,-1,.,-3,4,-1,0.8,4,0
COc1cccc(CNS(=O)(=O)c2c(C)[nH]c(C)c2C(=O)N2CCCC2)c1,-2,-2,-2,-20,3,2,1,-0.7,-4,1
O=C(O)COc1ccc2c(c1)OCCO2,12,0,-5,-5,2,-3,-2,0.2,-1,2
COc1ccc(OC)c(NC(=O)CSc2nnnn2C)c1,-5,-1,-2,-2,0,-2,0,-0.7,-3,7
CC(=O)Oc1ccc(NC(=O)Cc2ccccc2)c(C(=O)O)c1,7,6,-11,12,4,5,-13,0.5,-19,9
CC1CCCCC1NC(=O)C1Cc2ccccc2CN1S(C)(=O)=O (configuration not stated),7,4,-5,9,-9,-7,-5,-0.4,-4,-1
COCc1c(C(=O)N/N=C(/C)c2ccccc2)nnn1-c1nonc1N,4,-1,1,11,-1,-5,0,-0.2,-2,4
CN(Cc1ccccc1)c1ccc(C(=O)O)cc1[N+](=O)[O-],4,0,-1,2,-2,-2,0,-0.2,-2,-5

# Assay outcomes deposited in PubChem BioAssay by The Scripps Research Institute Molecular Screening Center.
